CYP2C9 activ: CYP2C9 (human) activation | hit rate 1.4% among 96,000 | P11712 | AID 1024 | recombinant CYP2C9, luciferin-H conversion, luminescence; active compounds read high; factor 1 = untreated enzyme, 0 = blocked | activation factor at 5 µM;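 active = activation factor of 2 or more for CYP2C9 at a 5 µM dose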;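 note: 0 = sulfaphenazole-blocked wells and 1 = vehicle-only wells; values of inactives mirror those of a sister screen read the other way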
Target sequence (P11712 whole entry, looked up): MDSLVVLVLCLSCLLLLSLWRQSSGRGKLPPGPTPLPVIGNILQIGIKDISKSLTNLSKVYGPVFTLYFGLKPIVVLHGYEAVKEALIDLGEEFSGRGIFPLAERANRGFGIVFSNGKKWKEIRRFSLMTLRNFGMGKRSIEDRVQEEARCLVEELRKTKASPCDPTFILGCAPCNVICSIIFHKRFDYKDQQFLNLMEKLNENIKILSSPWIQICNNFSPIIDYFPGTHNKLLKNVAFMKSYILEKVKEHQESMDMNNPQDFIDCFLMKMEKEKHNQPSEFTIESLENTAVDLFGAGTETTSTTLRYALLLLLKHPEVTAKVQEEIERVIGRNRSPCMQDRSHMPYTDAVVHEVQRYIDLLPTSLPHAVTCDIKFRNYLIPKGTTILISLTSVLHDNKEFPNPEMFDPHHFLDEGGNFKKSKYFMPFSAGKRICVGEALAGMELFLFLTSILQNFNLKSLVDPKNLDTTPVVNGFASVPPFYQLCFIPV
HUVEC tox IL1B: HUVEC cytotoxicity counter-screen, IL-1B stimulated; hit rate 0.41% among 94,000; cell count reduction, % at 2 µM; HUVEC cell count loss, Hoechst imaging;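 active = cell count reduction more than 3 SD above the screen-wide mean, cut at about 70% in these data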;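 note: normalized per plate to untreated control cells as the no-loss baseline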
CYP2C19 inhib: blocks human cytochrome P450 2C19; P33261; CYP2C19 Supersomes, luciferin-H EGE luminescence, 30 min; inhibition, % at 5 µM; hit rate 21% among 96,000; AID 778;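 active = CYP2C19 inhibition above a set limit at 5 µM in the primary screen, cut at about 50% in these data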;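 note: plate controls were negative control wells for no effect and 2.5 mM tranylcypromine positive control for full effect; values of inactives mirror those of a sister screen read the other way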
CYP2C19 activ: increases human CYP2C19 enzyme activity | P33261 | recombinant CYP2C19, luciferin-H EGE luminescence; active compounds read high; 0 = fully inhibited enzyme, 1 = untreated enzyme | activation factor at 5 µM | 96,000 tested, under 10 active | AID 1025;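 active = activation factor of at least 2 at 5 µM in the primary screen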;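 note: 0 = wells with 2.5 mM tranylcypromine and 1 = vehicle-only wells; values of inactives mirror those of a sister screen read the other way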
CYP2C9 inh: human CYP2C9 inhibition | P11712 | CYP2C9 Supersomes, luciferin-H conversion, luminescence | inhibition, % at 5 µM | hit rate 20% among 96,000 | AID 777;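 active = blocking of liver enzyme CYP2C9 beyond about 50% at 5 µM, limit read from the data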; note: values of inactives mirror those of a sister screen read the other way
Candida biofilm: kills Candida albicans biofilms. C. albicans biofilm + clotrimazole, Alamar Blue. inhibition, % at 6 µM. hit rate 0.14% among 85,000. AID 834;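 active = inhibition above 20%; inactive = inhibition below 20%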;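 note: preformed 24 hr biofilms exposed to compound for 48 hr; 0% = biofilm without compound and 100% = blank killed by clotrimazole plus chlorhexidine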
DAT uptake mod: changed human dopamine transporter uptake under cocaine IC80 | Q01959 | hit rate 1.3% among 110,000 | AID 449768 | LLC-PK1 hDAT cells, [14C]-dopamine uptake with cocaine IC80; actives deviate in either direction | B-score at 10 µM;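 active = Z score or B-score, a plate-position-corrected score, falls beyond the plate's 99.7% confidence bounds, in either direction; inactive = both scores lie inside the 99.7% bounds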;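 note: scored against the spread of the other compound wells on the same plate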
Target sequence (Q01959 whole entry, looked up): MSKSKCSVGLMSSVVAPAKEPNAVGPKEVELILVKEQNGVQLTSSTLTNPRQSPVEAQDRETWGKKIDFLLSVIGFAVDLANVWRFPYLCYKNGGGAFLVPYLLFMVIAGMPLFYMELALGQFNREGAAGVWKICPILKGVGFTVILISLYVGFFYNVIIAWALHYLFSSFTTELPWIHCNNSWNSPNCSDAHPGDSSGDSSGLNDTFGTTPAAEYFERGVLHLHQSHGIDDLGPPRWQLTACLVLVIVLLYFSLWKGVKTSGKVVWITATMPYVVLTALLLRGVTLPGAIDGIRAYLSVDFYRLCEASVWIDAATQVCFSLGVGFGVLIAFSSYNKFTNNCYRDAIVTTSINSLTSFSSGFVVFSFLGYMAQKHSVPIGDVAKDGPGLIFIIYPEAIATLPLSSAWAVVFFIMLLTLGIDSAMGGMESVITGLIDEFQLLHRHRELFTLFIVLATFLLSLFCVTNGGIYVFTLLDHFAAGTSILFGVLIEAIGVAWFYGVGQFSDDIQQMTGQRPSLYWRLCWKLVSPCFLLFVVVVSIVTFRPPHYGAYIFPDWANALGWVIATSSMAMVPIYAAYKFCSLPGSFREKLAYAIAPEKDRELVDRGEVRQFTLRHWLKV
HUVEC tox TNFa: HUVEC cytotoxicity counter-screen, TNF alpha stimulated. HUVEC TNFalpha-stimulated, Hoechst cell count, imaging. hit rate 0.17% among 93,000. cell count reduction, % at 2 µM. AID 848;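 active = cell count reduction exceeding the screen mean by over 5 SD, scaled to untreated wells per plate, cut at about 78% in these data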;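 note: cells counted after 24 h of TNF alpha exposure following the 1 h pretreatment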
VCAM1 TNFa inh: reduces TNF alpha induced VCAM1 expression in HUVEC. HUVEC TNFa-induced VCAM-1 immunofluorescence, high-content imaging. inhibition, % at 2 µM. hit rate 0.48% among 95,000;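 active = inhibition above the batch mean plus 3 SD, with images confirmed as a hit by eye, cut at about 37% in these data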;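 note: 0% = TNF-stimulated DMSO wells and 100% = unstimulated control wells; not every result past the cut was called active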
An asterisk follows results filed as active; · = not tested or not shown.

Below each compound – VCAM1 TNFa inh, DAT uptake mod, CYP2C9 inh, HUVEC tox IL1B, CYP2C9 activ, CYP2C19 inhib, CYP2C19 activ, Candida biofilm, HUVEC tox TNFa
#1 COc1ccc(N2CCN(C(=O)c3ccc(Oc4ccc(C(F)(F)F)cn4)cc3)CC2)cc1
 : 12, -0.28, 12, -7, 0.9, 19, 0.8, ·, 14
#2 Cc1cccc(-n2c(N)cc(=O)nc2SCC(=O)Nc2ccccc2)c1
 : 12, -1.2, -25, -8, 1.3, 14, 0.9, 6, 13
#3 CCOc1ccc(N(C(C)C(=O)N/N=C(\C)c2cccc(NC(=O)c3ccccc3)c2)S(C)(=O)=O)cc1 (stereo unspecified)
 : 1, 0.25, 69*, -5, 0.3, 76*, 0.2, ·, -4
#4 CCN(CC)S(=O)(=O)c1cccc(C(=O)N2CCCCC2)c1
 : 23, -0.88, -14, -26, 1.1, -1, 1, 6, -22
#5 COc1ccc(C(C)=O)cc1CN1C(=O)NC2(CCCCC2C)C1=O (stereo unspecified)
 : -1, 0.092, 10, 4, 0.9, 34, 0.7, 7, 8
#6 CCOc1ccc(C2CC(c3ccccc3)Nc3nc(N)nn32)cc1 (stereo unspecified)
 : ·, -0.35, 51*, ·, 0.5, 24, 0.8, 3, ·
#7 CCOc1ccc(CCNC(=O)C2CCN(c3ccc(N4CCOCC4)nn3)CC2)cc1OCC
 : -16, ·, 14, 14, 0.9, 14, 0.9, 4, 7
#8 CCOc1cccc(CNn2cnnc2)c1OCc1ccccc1
 : 2, 0.34, 3, 7, 1, 57*, 0.4, 11, -2
#9 CCOC(=O)c1c(C)c(C(=O)NC2CCCCCC2)c(C)n1C
 : ·, 0.68, -60, ·, 1.6, -4, 1, 8, ·
#10 O=C(COC(=O)CCNS(=O)(=O)c1ccc2c(c1)OCCO2)NC1CCCc2ccccc21 (stereo unspecified)
 : ·, -0.89, -18, ·, 1.2, 62*, 0.4, 6, ·
#11 COc1ccc(-n2c(C)cc(C(=O)COc3ccc(-n4cnnn4)cc3)c2C)cc1
 : 3, 0.23, 6, 6, 0.9, -9, 1.1, 8, -2
#12 Cc1ccccc1C(C(=O)NCc1ccco1)N(CC1CCCO1)C(=O)Cn1nnc2ccccc21 (stereo unspecified)
 : 13, 0.25, 30, -7, 0.7, 18, 0.8, -2, 19
#13 CCOc1ccc(C2C(C(=O)c3cccs3)=C(O)C(=O)N2CCCn2ccnc2)cc1 (stereo unspecified)
 : 0, ·, 73*, -6, 0.3, 16, 0.8, -1, -5
#14 N#Cc1ccc(COC(=O)CSc2nnc(C3CCCCC3)n2N)cc1
 : -7, 1.3, 13, -13, 0.9, 15, 0.8, 8, -20
#15 O=C(OCC(=O)N1CCCCCC1)c1cccs1
 : 17, 0.42, -4, 8, 1, 49, 0.5, 8, -8
#16 Cc1ccc(C(=O)N(CC(=O)NC2CCCC2)Cc2cccs2)s1
 : 0, -0.43, 88*, 5, 0.1, 74*, 0.3, 4, -20
#17 COc1ccccc1NS(=O)(=O)c1ccc(OC)c(OC)c1
 : 6, 1.2, -159, 2, 2.6*, 99*, 0, -3, -3
#18 COC(=O)COc1ccc2c(-c3ccc(OC)cc3)cc(=O)oc2c1
 : -13, 0.19, 30, -110, 0.7, 52*, 0.5, 4, -25
#19 Cc1cc(=O)n2nc(N3CCCC3C(=O)NCc3ccccn3)sc2n1 (stereo unspecified)
 : ·, -0.7, -21, ·, 1.2, -21, 1.2, 6, ·
#20 O=C(COc1ccc(Br)cc1)Nc1ccncc1
 : 3, -0.11, 97*, 10, 0, 100*, 0, 2, 1

Continuation.
Below each compound – VCAM1 TNFa inh, DAT uptake mod, CYP2C9 inh, HUVEC tox IL1B, CYP2C9 activ, CYP2C19 inhib, CYP2C19 activ, Candida biofilm, HUVEC tox TNFa
#21 COc1cccc(N2C(=O)C(CC(=O)Nc3ccc(F)cc3)N(C3CCCCC3)C2=O)c1 (stereo unspecified)
 : -5, 0.49, 9, 9, 0.9, 16, 0.8, 5, -15
#22 COc1ccccc1CCNC(=O)CSc1nc(-c2ccco2)cc(C(F)(F)F)n1
 : ·, -0.31, 5, ·, 0.9, 3, 1, 3, ·
#23 COc1ccc(C(=O)Nc2ccc(-c3cn4ccsc4n3)cc2)cc1S(=O)(=O)N1CCOCC1
 : 3, -0.51, 1, -2, 1, 2, 1, 5, -26
#24 CCOC(=O)C1(P(=O)(c2ccc(Cl)cc2)c2ccc(Cl)cc2)CCC1
 : 0, -0.92, 29, 32, 0.7, 80*, 0.2, 0, -1
#25 S=c1[nH]nc(COc2ccccc2)n1/N=C/c1ccc(Br)s1
 : -9, ·, 12, 6, 0.9, 45, 0.6, ·, -17
#26 Cc1ccc(OCc2nc(-c3ccc(-n4cccc4)cc3)no2)cc1C
 : 14, 0.6, -91, 11, 1.9, 0, 1, 7, 16
#27 CC12CCC(C(=O)NCc3ccco3)(OC1=O)C2(C)C (stereo unspecified)
 : 2, -0.013, -6, -172, 1.1, 7, 0.9, 9, -27
#28 O=C(O)c1cccc(S(=O)(=O)NCc2cccs2)c1
 : 17, -0.34, 0, 7, 1, 5, 0.9, 1, -22
#29 c1ccc(COn2c(-c3ccccc3)nc3c2CCc2nonc2-3)cc1
 : -3, 0.28, -8, 0, 1.1, 2, 1, 0, -35
#30 N#Cc1nc(-c2cccc3ccccc23)oc1NCCN1CCOCC1
 : 3, 1.8, 22, -1, 0.8, 28, 0.7, 7, -20
#31 O=C(NC1CC1)c1ccc(-c2nc3ccccc3s2)s1
 : -15, 0.017, 6, -50, 0.9, 12, 0.9, ·, -23
#32 O=C(Cc1ccccc1)NCCc1cn2ccsc2n1
 : -10, -0.48, 0, -30, 1, 22, 0.8, -1, -12
#33 CCCn1c(SCC(=O)Nc2ccc(OCC)cc2)nnc1C(C)C
 : 14, 1, ·, -10, ·, ·, ·, 6, -16
#34 O=C(COc1ccccc1)N1CCN=C1SCc1cccnc1
 : 0, 0.95, 10, -11, 0.9, 27, 0.7, -2, 17
#35 O=C(NCCCN1CCN(c2cccc(Cl)c2)CC1)C1(S(=O)(=O)c2ccc(Cl)cc2)CC1
 : 12, -1, -15, -4, 1.2, 44, 0.6, 10, 7
#36 CCCC(=O)N=C1SC2CS(=O)(=O)CC2N1c1ccc(CC)cc1 (stereo unspecified)
 : -18, ·, 10, -6, 0.9, -3, 1, 5, -7
#37 CCCN1C/C(=C/c2cccc([N+](=O)[O-])c2)C(=O)/C(=C/c2cccc([N+](=O)[O-])c2)C1
 : 36, 1, 44, 5, 0.6, 61*, 0.4, ·, -11
#38 CCC(C)(C)NC(=O)CN(Cc1ccc2c(c1)OCO2)C(=O)CCC(=O)Nc1ccccn1
 : -6, -0.0077, ·, -4, ·, ·, ·, 3, -1
#39 Cc1ccc(NC(=O)C2C(=O)N(CCO)C3(C)CC2c2ccccc2O3)cc1 (stereo unspecified)
 : 15, 0.81, ·, 10, ·, ·, ·, 11, 1
#40 CN1CCN(CC(O)COCc2ccc3c(c2)OCO3)CC1 (stereo unspecified)
 : -1, -0.22, -13, 10, 1.1, -21, 1.2, -3, -14

Next records.
Below each compound – VCAM1 TNFa inh, DAT uptake mod, CYP2C9 inh, HUVEC tox IL1B, CYP2C9 activ, CYP2C19 inhib, CYP2C19 activ, Candida biofilm, HUVEC tox TNFa
#41 OC1CCN(c2c3c(nc4cc(-c5cccc(F)c5)nn24)CCCC3)CC1
 : ·, 1.3, 42, ·, 0.6, 29, 0.7, 4, ·
#42 CC(C)(C)c1ccc(OCC(=O)NCc2ccco2)c(Br)c1
 : -2, 0.95, 76*, -51, 0.2, 46, 0.5, ·, 2
#43 COc1ccc(CCNC(=O)c2cc(-c3cc(C)c(C)cc3O)n[nH]2)cc1OC
 : -20, -0.016, 22, -23, 0.8, 10, 0.9, 0, -5
#44 CCCn1nnc(NC(=O)COc2cc(C)ccc2C(C)C)n1
 : 16, -8.9*, 6, -7, 0.9, 33, 0.7, 5, -4
#45 Brc1ccccc1-c1nnc(-c2cccnc2)o1
 : -36, -0.46, -31, -20, 1.3, 7, 0.9, -2, -11
#46 Cc1ccc(C(=O)N/C(=C/C=C/c2ccccc2)C(=O)NCc2ccco2)cc1
 : -32, 1, 36, 19, 0.6, 51*, 0.5, ·, ·
#47 Cc1cc(Cl)ccc1Oc1nc(-c2ccccc2)ncc1S(C)(=O)=O
 : -11, -0.14, 7, 0, 0.9, 4, 1, ·, 4
#48 CCOC(=O)c1cnc(SCC(=O)N2CCc3ccccc32)nc1N
 : 6, 0.14, -5, -37, 1.1, -10, 1.1, 6, -4
#49 Cc1ccc(NC(=S)NC(NC(=O)c2ccco2)C(Cl)(Cl)Cl)cc1 (stereo unspecified)
 : 16, 0.041, 92*, -12, 0.1, 18, 0.8, 3, -6
#50 COc1ccccc1C1NC(=O)NC(C)=C1C(=O)Nc1cccc(C)c1C (stereo unspecified)
 : -12, 0.96, 18, 18, 0.8, 31, 0.7, 13, -7
#51 Cc1ccc(Cn2c(SCc3cccnc3)nc3c2c(=O)n(C)c(=O)n3C)cc1
 : 4, -0.051, 30, 10, 0.7, 14, 0.9, 7, -10
#52 CCN(CC(=O)Nc1ccc([N+](=O)[O-])cc1OC)c1ccccc1
 : 5, -0.49, 78*, -24, 0.2, 53*, 0.5, ·, -7
#53 CC(C)Nc1ncnc2c1cnn2-c1ccccc1
 : 4, 1.4, ·, -14, ·, ·, ·, 9, -1
#54 CC(Oc1ccc(F)cc1F)C(=O)/C=C/N(C)C (stereo unspecified)
 : 4, -0.17, -7, -105, 1.1, -7, 1.1, ·, 0
#55 CCOC(=O)c1ccc2nc(C)c(CCC(C)=O)c(Cl)c2c1
 : 2, 0.062, 27, 59, 0.7, 35, 0.6, ·, -5
#56 O=c1ccccn1Cc1c(F)cccc1Cl
 : 11, -0.033, 23, -21, 0.8, 50*, 0.5, -1, -11
#57 COc1ccc(CCn2c(-c3ccco3)nc3nc4ccccc4nc32)cc1OC
 : ·, ·, 35, ·, 0.7, 17, 0.8, 8, ·
#58 O=c1oc(-c2cccs2)nc2sc3c(c12)CCCC3
 : 9, 0.47, 64*, -15, 0.4, 20, 0.8, 1, -12
#59 COc1ccc2c(c1)Cc1sc(NC(=O)c3ccccc3)nc1-2
 : -1, -0.52, 9, 20, 0.9, -1, 1, 2, -11
#60 O=C(c1ccccc1OCc1ccccc1Br)N1CCN(c2ncccn2)CC1
 : 12, 0.36, 99*, -3, 0, 97*, 0, 9, -9

Continued:
Below each compound – VCAM1 TNFa inh, DAT uptake mod, CYP2C9 inh, HUVEC tox IL1B, CYP2C9 activ, CYP2C19 inhib, CYP2C19 activ, Candida biofilm, HUVEC tox TNFa
#61 CC(=O)OC1C(OC(C)=O)N(C(C)=O)C(=O)N1C(C)=O (stereo unspecified)
 : 6, -0.037, -8, -10, 1.1, 14, 0.9, 4, -6
#62 COc1ccc(NC(=O)NCc2ccccn2)cc1
 : 8, 0.004, ·, -45, ·, ·, ·, 7, 5
#63 CC(=O)NC(C)c1nc2ccccc2n1Cc1ccccc1F (stereo unspecified)
 : -29, -0.83, ·, -40, ·, ·, ·, ·, -23
#64 COC(=O)c1ccc(C)c(NC(=O)CN(c2ccc3c(c2)OCO3)S(C)(=O)=O)c1
 : 6, -0.64, 69*, -20, 0.3, 70*, 0.3, 6, 27
#65 O=C1CSc2ccccc2N1Cc1ccc(F)cc1
 : 2, -0.018, 70*, -19, 0.3, 69*, 0.3, 11, 8
#66 COC(=O)C(O)(NC(=O)NC(C)=O)C(F)(F)F (stereo unspecified)
 : -19, -0.55, 0, -24, 1, 1, 1, 2, -35
